Screening results (PubChem)
Insulin prom up: MIN6 insulin promoter up-regulation. MIN6 insulin promoter-GFP reporter, high-content imaging; hits give high values. 0.3% of 190,000 active. z-score at 5 µM;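 active = z-score above 3 at 5 µM with at least 500 cells counted in the well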
Yfh1-off respiration: enhancers of respiration in Yfh1-depleted yeast, dose response, Friedreich's ataxia, plus single-dose screen (AID 1465). S. cerevisiae Yfh1-off respiration, WST-1 reduction, 72 h; higher fold induction means a stronger effect. fold induction at 50 µM, or EC50 in µM where a hit was titrated. 0.074% of 220,000 active;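 active = fold induction of absorbance versus untreated yeast above a set limit, then at least 30% activation at any dose in follow-up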;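 also: activators that raise dye reduction in frataxin-depleted yeast; strong numbers were not always called active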
M1AAP inhibition: malaria alanyl aminopeptidase activity blockers – biochemical, fluorogenic H-Leu-NHMec substrate, 1536-well (AID 1445); recombinant M1AAP, H-Leu-NHMec fluorogenic kinetic assay; higher % means a stronger effect; one-dose inhibition, % at 30 µM; IC50 in µM for titrated hits; 0.42% of 220,000 active;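 active = primary inhibition above the hit cutoff, then over 50% inhibition at one or more dose response concentrations, cut at about 23% in these data, passing the limit was not always enough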;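 also: plate controls were DMSO full reaction for no effect and no enzyme background for full effect; strong numbers were not always called active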
Lipid droplet: modulators of hepatic lipid droplet formation; AML12 mouse hepatocytes, oleate lipid droplets, BODIPY imaging; inhibition, % at 6.5 µM; 0.4% of 240,000 active; AID 1656;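 active = lipid droplet intensity inhibited by at least 50%, with more than 500 cells counted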
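Material – mouse AML12 hepatocyte cell line, fixed after treatment · Compound dosing – one dose, 6.5 µM compound · Times – compound with oleate, overnight · Measured by – Image-based BODIPY and DAPI two-channel analysis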
Dynein cargo inh: dynein cargo transport inhibition; 3617.4 mouse cells, GR-EGFP nuclear translocation imaging; test concentration mostly 20 µM; stimulated with dexamethasone, 1 µM; hits give low values; z-score, hits read low; 0.47% of 220,000 active;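 active = plate z-score of nuclear minus cytoplasmic receptor signal below a set negative limit, without overly bright fluorescence or cell loss, cut at about -3.5 in these data, passing the limit was not always enough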;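 also: z-score of nuclear minus cytoplasmic ring GR-EGFP intensity difference per well; some compounds called inactive have numbers as strong as hits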
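Also added – dexamethasone, 1.0 µM final · Buffer or medium – tet-free, stripped-serum medium · Schedule – induction 48 h, compound 1 h, agonist 30 min · Detection – formaldehyde fixation, Hoechst nuclear stain, 10x automated fluorescence imaging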
Autophagy HCS: alters autophagy in cells. MEF GFP-LC3 puncta imaging; test concentration mostly 10 µM. calls only at 10 µM (by protocol). 0.98% of 190,000 active. AID 463193;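 active = percentage of spot-positive cells more than 3 SD above its plate mean, without a fluorescence outlier flag or 80% toxicity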;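 also: spot-positive cell cutoff set from DMSO-treated cells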
MT stabilize HCS: microtubule stabilizers in HeLa cells; AID 2205; % tubulin-high responders, % at 10 µM; HeLa tubulin immunostaining HCS, 24 h; share of cells brighter than vehicle mean+2SD; 0.83% of 200,000 active;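 active = plate Z-score above 3 for both tubulin-high and condensed-nucleus cell shares, with cell loss under 80%, at 10 µM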;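 also: anti alpha tubulin signal scored within the nucleus-defined area of each cell; some results filed as inactive read as strong as hits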
CSM14.1 death rescue: protection against thapsigargin-triggered cell killing – 384-well, CSM14.1, ATP luminescence, primary screen (AID 1222). CSM14.1 thapsigargin-induced death rescue, ATP luminescence; higher % means a stronger effect. cellular ATP content (survival), % at 20 µM; hits with a dose series show EC50 in µM. 190,000 tested, under 10 active;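 active = EC50 below 50 µM in the dose-response confirmation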;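 also: death triggered by thapsigargin at about 15 µM added after 2 h compound pretreatment; cell ATP read after overnight thapsigargin exposure of roughly 18 to 22 hours; normalized against plate controls of thapsigargin alone and 5% DMSO vehicle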
M17LAP inhibition: P. falciparum M17LAP inhibitors, primary screen, biochemical, fluorogenic H-Leu-NHMec substrate, 1536-well (AID 1619); inhibition, % at 30 µM, or IC50 in µM where a hit was titrated; recombinant M17LAP, H-Leu-NHMec fluorogenic kinetic assay; higher % means a stronger effect; 0.38% of 220,000 active;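 active = compound inhibiting the enzyme by more than half at any dose during confirmatory dose-response retesting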;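 also: plate controls were full reaction with DMSO carrier for no effect and no enzyme background for full effect; strong numbers were not always called active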
Dynein cargo inh cytoplasmic EGFP: also measured in Dynein cargo inh; calls as there; z-score; measured here: cytoplasmic GR-EGFP intensity; hits give high values
Dynein cargo inh nuclear GR-EGFP: also measured in Dynein cargo inh; calls as there; z-score; measured here: nuclear GR-EGFP intensity;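 lower value marks the stronger effect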
Dynein cargo inh cell count: also measured in Dynein cargo inh; calls as there; z-score; measured here: cell count per field
Insulin prom up cell count: recorded beside Insulin prom up, whose call it bears; cell count; measured here: cytotoxicity, nuclei count;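 total cells summed across four imaged fields per well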
Lipid droplet cells 6.5 µM: second read-out of Lipid droplet, no call of its own (marks repeat the call); cell count; measured here: cell count, cytotoxicity flag;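 cells counted across two imaged fields per well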
MT stabilize HCS Hoechst-high %: recorded beside MT stabilize HCS, whose call it bears; % Hoechst-high responders; measured here: nuclear condensation Hoechst responders;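 share of cells brighter than vehicle mean plus two SD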
MT stabilize HCS cytotoxicity %: also measured in MT stabilize HCS; calls as there; toxicity, %; measured here: cytotoxicity by cell density;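 0% = mean cell density of plate MIN control wells and 100% = no cells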
Autophagy HCS cell loss 18 h: second read-out of Autophagy HCS, no call of its own (marks repeat the call); toxicity, %; measured here: cell loss, nuclei count;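 cell loss after 18 h compound exposure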
An asterisk follows results filed as active; i = inactive; x = not tested or not shown. No enrichment for hits; overall some 3.5% were active at least once.

SMILES	Insulin prom up	Insulin prom up cell count	Yfh1-off respiration	M1AAP inhibition	Lipid droplet	Lipid droplet cells 6.5 µM	Dynein cargo inh	Dynein cargo inh cytoplasmic EGFP	Dynein cargo inh nuclear GR-EGFP	Dynein cargo inh cell count	Autophagy HCS	Autophagy HCS cell loss 18 h	MT stabilize HCS	MT stabilize HCS Hoechst-high %	MT stabilize HCS cytotoxicity %	CSM14.1 death rescue	M17LAP inhibition
CCOc1ccc(NC(=O)COC(=O)CCCc2c[nH]c3ccccc23)cc1	1.8	1584	i	7%	x	x	0.34	-0.13	1.1	-0.35	i	-20	2.2	1.5	10	-1.8%	-7%
C/C=N\NC(=O)CNC(=O)CNC(=O)c1ccccc1	0.52	1348	i	8%	12	678	-0.58	-0.35	0.043	1.1	i	3	7.8	2.6	6.6	-0.2%	3%
O=C(N/N=C/c1ccccc1[N+](=O)[O-])c1ccc(CN2CCOCC2)cc1	x	x	i	3%	10	629	-0.0068	-0.23	0.046	0.96	i	14	3.7	2.8	9.6	-1.5%	14%
CCOC(=O)CN(C(=O)COc1nc(-c2ccccc2)cc(C)c1C#N)c1ccc(C)cc1	-0.61	1035	i	4%	-38	740	0.27	-0.21	-0.12	-0.69	x	x	x	x	x	x	8%
Cn1c(=O)c2c(ncn2CC(=O)N/N=C/c2ccco2)n(C)c1=O	0.39	1456	i	0%	3	620	2.6	0.9	1.9	-2	i	-6	3.0	2.2	2.1	0.4%	-5%
O=c1nc(-c2ccccc2)c2cc(Cl)ccc2[nH]1	-0.17	1091	i	7%	x	x	-0.53	-0.15	-0.33	0.65	i	-6	1.5	1.4	5.1	-1.5%	3%
Nc1nonc1-n1nnc(C(=O)N/N=C/c2ccccc2)c1CSc1ccc(Cl)cc1	-0.05	1240	i	1%	14	660	0.0017	-0.25	-0.34	-0.083	i	-3	4.9	2.4	8.5	-2.6%	-12%
Cc1cc(C)nc(Oc2ccc(Br)cc2Br)n1	-0.11	1612	i	x	-22	726	-0.46	-0.0027	0.26	-0.7	i	2	1.9	1.7	6.3	-0.4%	x
CC(=O)Nc1ccc(C(=O)OCC(=O)NCc2ccccc2)cc1	1.1	1542	i	4%	-2	666	0.41	-0.12	0.42	0.077	i	-21	5.5	1.8	3.4	-1.2%	23%
Cc1cc(NC(=O)CSC2=NCCS2)no1	-0.3	1247	i	10%	-30	718	-0.36	-0.22	0.18	0.35	i	1	2.7	0.8	40	x	8%
Cc1ccc(NC(=O)CCC(C(=O)O)N2C(=O)c3ccccc3C2=O)cc1 (centres undefined)	-0.53	854	i	2%	-6	753	0.45	-0.4	0.74	-0.3	i	2	3.3	1.9	1.7	0.4%	21%
O=C(NCc1cccs1)c1cccc(N2CCCC2=O)c1	-0.61	1139	i	-2%	-16	798	-0.67	0.11	-0.048	0.38	i	-7	1.7	1.7	10	3.9%	3%
Cc1ccccc1-n1c(SC/C(O)=C(\C#N)c2nc3ccccc3[nH]2)nnc1-c1ccncc1	-0.49	881	i	14%	x	x	0.88	-0.13	1.3	-0.56	i	9	2.9	1.3	4.4	0.7%	13%
CC(=O)Nc1nc(SCC(=O)NCC2CCCO2)[nH]c(=O)c1NC(=O)c1cccs1 (centres undefined)	x	x	i	6%	1	772	-0.64	-0.29	-0.4	1.3	i	0	1.9	1.4	10	-1.1%	2%
CCOc1ccc(NC(=O)CC2CC(C)(C)OC2=O)cc1 (centres undefined)	0.91	1210	i	2%	x	x	0.16	-0.14	0.29	0.011	i	1	5.3	2.4	7.4	1.7%	40%
O=C(C1CCCCC1)N1CCN(c2ncccn2)CC1	0.29	1304	i	10%	-7	774	-0.42	-0.21	-0.22	0.34	i	6	2.3	2.2	11	-0.1%	1%
O=S(=O)(Cc1ccccc1)Nc1ccc(S(=O)(=O)NCC2CCCO2)cc1 (centres undefined)	-0.03	1196	i	1%	-6	685	1.4	-0.3	1.1	-0.38	i	-5	1.5	2.0	21	-1.3%	-9%
Cn1c2ccccc2n2c(=O)c(=O)n(CC(=O)c3ccc(Cl)cc3)nc12	0.26	1334	i	1%	4	704	-0.16	-0.13	-0.4	0.037	i	9	3.3	1.8	7.5	0.2%	3%
CCOC(=O)CNC(=O)c1ccc(Br)s1	1.5	897	i	5%	-14	620	2.3	-0.66	0.88	-1.8	x	x	x	x	x	x	-1%
CCOC(=O)CSCC(=O)Nc1cc(C)ccc1C	0.06	1330	i	-2%	-3	744	1.1	-0.23	1.3	0.38	i	-12	2.6	2.6	14	-1.8%	16%
Cc1cc(N(C)/N=C/c2ccccc2O)nc(-c2ccccc2O)n1	0.29	1608	i	-12%	-20	629	0.75	-0.23	0.37	-0.001	i	-5	5.9	1.9	7.2	0.5%	12%
Cc1ccc(C(=O)Nc2cc(C)c(OCC(=O)N3CCOCC3)c(C)c2)cc1	0.34	884	i	18%	37	786	1.4	-0.24	0.71	-0.53	i	-3	0.8	1.0	8.0	4.8%	8%
COCC(=O)Nc1cc(OC)ccc1OC	1.2	1211	i	12%	-2	773	2.6	-0.11	1.6	-1.6	i	-13	3.8	1.7	1.3	-0.1%	3%
CCOc1ccc(-n2nnnc2-c2nc3ccccc3s2)cc1	-0.34	1294	i	2%	1	572	-0.44	-0.3	-0.47	0.57	i	-4	2.9	4.3	3.9	-4.0%	8%
CN(c1ccc(C(=O)NCc2ccncc2)cc1)S(C)(=O)=O	0.71	1226	i	-2%	-4	639	3.7	1.4	3.8	-3.4	i	8	3.9	1.4	5.9	x	5%

3 of the entries above in order of their number in M17LAP inhibition, rising:
smiles	M1AAP inhibition	Dynein cargo inh	Dynein cargo inh cytoplasmic EGFP	Dynein cargo inh nuclear GR-EGFP	Dynein cargo inh cell count	MT stabilize HCS Hoechst-high %	M17LAP inhibition
Cn1c2ccccc2n2c(=O)c(=O)n(CC(=O)c3ccc(Cl)cc3)nc12	1%	-0.16	-0.13	-0.4	0.037	1.8	3%
Cc1cc(NC(=O)CSC2=NCCS2)no1	10%	-0.36	-0.22	0.18	0.35	0.8	8%
Cc1ccc(NC(=O)CCC(C(=O)O)N2C(=O)c3ccccc3C2=O)cc1 (centres undefined)	2%	0.45	-0.4	0.74	-0.3	1.9	21%

Going on with the list:
SMILES	Insulin prom up	Insulin prom up cell count	Yfh1-off respiration	M1AAP inhibition	Lipid droplet	Lipid droplet cells 6.5 µM	Dynein cargo inh	Dynein cargo inh cytoplasmic EGFP	Dynein cargo inh nuclear GR-EGFP	Dynein cargo inh cell count	Autophagy HCS	Autophagy HCS cell loss 18 h	MT stabilize HCS	MT stabilize HCS Hoechst-high %	MT stabilize HCS cytotoxicity %	CSM14.1 death rescue	M17LAP inhibition
CC1CCCCC1n1c(=S)[nH]c2ccccc2c1=O (centres undefined)	-0.08	1338	i	2%	x	x	-0.84	-0.47	-0.33	0.35	i	-4	2.2	2.5	6.3	-0.5%	9%
CC(C)OCCCNC(=O)Cn1ncc2c(=O)oc3ccccc3c21	1	1503	i	7%	x	x	0.45	-0.23	0.44	-0.28	i	-12	2.1	1.8	10	0.1%	-10%
Cc1nc2ccccn2c1C(=O)CSc1ccc(Cl)cc1Cl	-0.42	691	i	-1%	x	x	-0.084	0.96	0.61	-0.2	i	-48	5.3	1.6	1.5	1.1%	-3%
CCOc1c2ccc(C(=O)NCc3ccc(OC)cc3)cc2nn1CCOC	0.07	1503	i	15%	x	x	-0.74	-0.068	0.14	0.64	i	-36	2.9	1.7	0.1	-0.7%	-123%
CC1C/C(=N/Nc2nc3ccccc3[nH]2)CC(C)(C)C1 (centres undefined)	-1.8	680	i	-9%	16	616	-0.56	-0.3	-0.71	1.3	i	3	2.8	4.4	0.8	-1.2%	-24%
CCOc1ccc(C(=O)Nc2ccc(Cl)cn2)cc1Cl	x	x	i	-4%	x	x	-0.41	-0.21	0.063	0.45	i	-10	5.1	3.7	3.7	0.9%	-5%
O=C(CN1CCN(Cc2ccc3c(c2)OCO3)CC1)N1CCc2[nH]c3ccc(F)cc3c2C1	-1.1	1884	i	1%	20	690	2.5	-0.1	1.3	-0.58	i	-3	4.4	3.2	6.3	-1.9%	10%
O=C(Nc1ccc2c(c1)OCCO2)C1CCCN(S(=O)(=O)c2cccc3nsnc23)C1 (centres undefined)	0.76	717	i	8%	-5	805	0.64	-0.097	0.45	0.6	i	1	2.0	1.2	6.3	-0.6%	-2%
CCC(C(=O)OCC(=O)Nc1c(Cl)cc(Cl)cc1Cl)c1ccccc1 (centres undefined)	1.6	1473	i	8%	-6	644	-0.21	-0.25	-0.24	0.17	i	8	2.4	1.7	4.1	-1.7%	-2%
CSc1cccc(NC(=S)Nc2ccc(F)cc2)c1	-0.29	1301	i	4%	-18	742	-0.73	-0.29	-0.46	1.2	x	x	x	x	x	x	-10%
CN(CCc1cnn(C)c1)Cc1cn[nH]c1-c1ccc(-c2ccccc2)cc1	x	x	i	0%	-17	670	0.51	-0.17	0.13	-0.42	i	-14	2.3	2.3	2.7	-1.4%	3%
CNC(=O)NCC12CC3CC(CC(C3)C1)C2	0.68	1143	i	1%	x	x	-0.67	-0.16	-0.17	0.56	i	46	1.8	1.5	5.5	-0.7%	5%
C=CCOc1ccn(C)c(=O)n1	1	986	i	-1%	15	689	-0.073	-0.28	0.49	1.2	x	x	x	x	x	x	10%
O=C(O)CCC(=O)Nc1sc2c(c1C(=O)Nc1ccccc1)CCCCC2	-0.03	1272	i	12%	-12	721	-1	-0.15	-0.57	0.68	i	-1	2.7	3.3	3.4	-1.2%	47µM*
COc1ccc(CCn2c(SCC(=O)Nc3cc(C)on3)nc3ccccc3c2=O)cc1OC	-1.3	1210	x	3%	x	x	0.76	-0.37	0.17	-0.15	i	-9	12	11	13	-0.2%	-6%
O=C(COC(=O)/C=C/c1ccccc1)NCc1ccc(Cl)cc1	x	x	i	4%	0	606	-0.61	-0.27	-0.41	0.66	i	-3	2.6	3.3	5.5	-3.8%	4%
